Compound activity (PubChem)
GASC1 inh = inhibitors of GASC-1 (KDM4C) histone demethylase, primary screen, biochemical, single concentration HTS. Lysine-specific demethylase 4C (Homo sapiens), Q9H3R0. GST-KDM4C 2-372, H3K9me3 peptide, LANCE TR-FRET. inhibition, % at 12.5 µM. 96,000 tested, 0.15% active. AID 720574, 2013;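 active = mean replicate inhibition above about 25%, with at least 55% of replicates also reaching it, limit read from the data, passing the limit was not always enough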
Target sequence (Q9H3R0 2-372 limits assumed): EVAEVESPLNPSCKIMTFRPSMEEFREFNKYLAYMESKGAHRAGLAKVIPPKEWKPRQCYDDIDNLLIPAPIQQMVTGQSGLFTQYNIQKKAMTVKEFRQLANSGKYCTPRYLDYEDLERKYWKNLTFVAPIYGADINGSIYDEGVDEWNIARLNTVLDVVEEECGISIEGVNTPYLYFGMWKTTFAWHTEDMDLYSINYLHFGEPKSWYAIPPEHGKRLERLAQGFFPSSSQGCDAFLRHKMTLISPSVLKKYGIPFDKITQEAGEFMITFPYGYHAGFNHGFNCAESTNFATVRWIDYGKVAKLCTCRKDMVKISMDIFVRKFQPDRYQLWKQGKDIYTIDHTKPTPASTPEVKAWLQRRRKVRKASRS
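Test system – GST-tagged GASC-1 (JMJD2C) catalytic fragment, aa 2-372 · Medium – HEPES buffer, pH 7.5, plus ascorbate · Reagent – H3K9me3 peptide with Fe(II)/2OG · Compound – one test concentration per compound · Timing – 30 min reaction, 60 min detection, RT · Technique – TR-FRET with Eu antibody and ULight streptavidin, EDTA stop · Read-out basis – inhibition from TR-FRET ratio decrease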
Tcruzi prolif = T. cruzi intracellular proliferation inhibitors, primary screen, cell-based, beta-gal Tulahuen parasites, NIH3T3 host, luminescence. T. cruzi beta-gal in NIH3T3, GalScreen luminescence, 90 h. inhibition, % at 8.34 µM. 77,000 tested, 5.9% active. AID 624255, 2012;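 active = mean inhibition above about 93%, with at least 55% of replicates each passing it, limit read from the data, passing the limit was not always enough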
Pf Dd2 growth = P. falciparum Dd2 growth inhibitors, primary screen, SYBR Green fluorescence, single dose replicates; 72 h; active compounds read low; activity change, % at 10 µM; 94,000 tested, 2.3% active; AID 1159554, 2015; in the data active = activity change below about -80%
C diff growth = C. difficile growth inhibitors, primary screen, HTS; Clostridium difficile clinical isolate growth, OD600, 24 h; active compounds read low; AID 1259249, 2017; 86,000 tested, 0.25% active; growth activity, negative = inhibition, % at 16 µg/mL (by protocol);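 active = mean growth activity at or below -80% and every replicate also at or below -80%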;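 note: 0% = DMSO wells and -100% = levofloxacin 16 µg/mL wells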
The depositor's hits bear a star; · = no result given; & = joins results of further samples; ! = a repeat was not active.

Value order: GASC1 inh	Tcruzi prolif	Pf Dd2 growth	C diff growth
> O=C(C[C@H]1C[C@@H]2c3cc(NC(=O)Nc4ccccc4F)ccc3O[C@@H]2[C@H](CO)O1)NCC(F)(F)F
    5.0	-8	-4	2
> C[C@@H]1CCCCO[C@H](CN(C)C(=O)C2CCCCC2)[C@H](C)CN([C@H](C)CO)C(=O)c2cc(NS(=O)(=O)c3cn(C)cn3)ccc2O1
    0.6	-8	-2	1
> CCC(=O)N1CC2(CN(C(=O)Nc3ccc(F)cc3)C2)c2c([nH]c3cc(OC)ccc23)[C@H]1CO
    -0.6	·	-52	6
> C[C@@H]1CCCCO[C@H](CN(C)S(=O)(=O)c2ccc(Cl)cc2)[C@H](C)CN([C@@H](C)CO)C(=O)c2cc(NC(=O)Nc3ccc4c(c3)OCO4)ccc2O1
    0.2	100*	-85*	-3
> O=C(C[C@H]1C[C@@H]2c3cc(NC(=O)NC4CCCCC4)ccc3O[C@@H]2[C@@H](CO)O1)NCc1ccccc1
    0.9	15	-22	·
> O=S(=O)(c1ccc(F)cc1)N1C[C@@H]2N[C@H](C1)C2c1ccc(-c2ccc(F)cc2)cc1 (some centres not stated)
    -0.4&-1.5	·	-88*!	9&57
> CNC[C@@H]1OCc2cnnn2CCCC(=O)N([C@@H](C)CO)C[C@@H]1C
    0.3	46	2	3
> O=C(Nc1ccc(F)cc1)N1CC(=O)N2[C@H](CO)[C@@H](c3ccc(-c4ccccc4)cc3)[C@H]2C1
    -2.1	·	-10	-11
> C[C@@H]1CN([C@H](C)CO)C(=O)c2cc(C#Cc3ccncc3)cnc2O[C@H]1CN(C)C(=O)c1ccccc1F
    1.2	·	-19	5
> O=C(c1ccc2c(c1)OCO2)N1C[C@@H]2N[C@H](C1)C2c1ccc(-c2cccnc2)cc1 (some centres not stated)
    0.0&0.2	·	-1&-11	-15&-12
> CCCC#Cc1cnc2c(c1)C(=O)N([C@H](C)CO)C[C@H](C)[C@H](CN(C)C(=O)Nc1ccccc1F)O2
    -1.2	39	-8	0
> C[C@@H]1CN([C@H](C)CO)C(=O)Cc2cc(NC(=O)C3CCCCC3)ccc2O[C@@H]1CN(C)CC1CCCCC1
    -1.1	42	-23	-7
> CCC(=O)N(C)C[C@H]1Oc2cc(-c3cccnc3)ccc2S(=O)(=O)N([C@@H](C)CO)C[C@@H]1C
    -1.5	-15	49	-2
> C[C@H]1CN([C@@H](C)CO)C(=O)c2cc(NC(=O)Cc3cn(C)c4ccccc34)ccc2O[C@@H]1CN(C)S(C)(=O)=O
    12	25	6	0
> CCNC(=O)C[C@H]1C=C[C@H](NC(=O)NC2CCCCC2)[C@H](CO)O1
    0.6	·	6	3
> C[C@@H]1CCCCO[C@H](CN(C)S(=O)(=O)c2cccs2)[C@H](C)CN([C@@H](C)CO)C(=O)c2cc(NC(=O)Nc3ccc(F)cc3)ccc2O1
    5.7	59	-53	-3
> O=C(C[C@@H]1CC[C@@H]2[C@H](COC[C@@H](O)CN2Cc2nccs2)O1)NCc1ccccc1
    0.8	13	-8	·
> CCCNC(=O)N1[C@H](C(=O)NC2CCC2)[C@@H](CO)[C@@H]2Cn3c(ccc(-c4ccccc4OC)c3=O)[C@@H]21
    -2.6	5	4	-2
> COCC(=O)N1[C@H](CO)[C@@H](c2ccccc2)[C@H]1CN(C)C(=O)c1cccnc1
    -0.2	7	-31	-6
> C[C@H](NC(=O)C[C@@H]1C[C@H]2c3cc(NS(C)(=O)=O)ccc3O[C@H]2[C@@H](CO)O1)c1ccccc1
    1.6	·	5	-2
> Cc1ccc(S(=O)(=O)N2C[C@H](O)COC[C@@H]3O[C@H](CC(=O)NCc4ccc(Cl)c(Cl)c4)CC[C@H]32)cc1
    0.5	88	-29	·
> C[C@H](CO)N1C[C@H](C)[C@H](CN(C)Cc2cccc(F)c2)Oc2ncc(C#C[C@@H](C)O)cc2C1=O
    -1.4	22	-3	2
> C[C@H](CO)N1C[C@H](C)[C@@H](CN(C)Cc2ccccc2)Oc2c(NC(=O)Nc3ccc4c(c3)OCO4)cccc2C1=O
    1.1	43	2	0
> C[C@H](CO)N1C[C@H](C)[C@@H](CN(C)C(=O)c2ccncc2)Oc2cc(/C=C/c3ccccc3)ccc2S1(=O)=O
    -4.2	94	-17	-11
> O=C(C[C@@H]1C=C[C@H](NC(=O)CCN2CCCCC2)[C@@H](CO)O1)Nc1ccccc1
    -1.9	·	22	2
> CO[C@@H](CN(C)C(=O)c1ccc2c(c1)OCO2)[C@@H](C)CN([C@H](C)CO)S(=O)(=O)c1ccc(C)cc1
    -1.0	0	-4	·
> C[C@@H]1CN([C@H](C)CO)C(=O)Cc2cc(NS(=O)(=O)c3ccc(Cl)cc3)ccc2O[C@H]1CN(C)Cc1ccccc1
    -0.1	100*	2	0
> C[C@@H]1CN([C@H](C)CO)C(=O)c2cc(C#C[C@@H](C)O)cnc2O[C@@H]1CN(C)Cc1cccc(F)c1
    -1.8	9	-10	1
> C/C=C/c1ccc2c(c1)O[C@@H](CN(C)C(=O)NCCC)[C@H](C)CN([C@@H](C)CO)S2(=O)=O
    -0.6	·	-15	-11
> O=C(C[C@@H]1CC[C@H]2[C@@H](COC[C@H](O)CN2C(=O)C2CC2)O1)NCc1ccccc1Cl
    -0.5	13	-10	6&-5

One compound at a time (already shown). Screens in order: GASC1 inh, Tcruzi prolif, Pf Dd2 growth, C diff growth
O=C(C[C@@H]1CC[C@H]2[C@@H](COC[C@H](O)CN2C(=O)C2CC2)O1)NCc1ccccc1Cl as listed: -0.5, 13, -10, 6&-5
COCC(=O)N1[C@H](CO)[C@@H](c2ccccc2)[C@H]1CN(C)C(=O)c1cccnc1 as listed: -0.2, 7, -31, -6
O=C(C[C@@H]1C=C[C@H](NC(=O)CCN2CCCCC2)[C@@H](CO)O1)Nc1ccccc1 as listed: -1.9, ·, 22, 2
C[C@H](CO)N1C[C@H](C)[C@@H](CN(C)Cc2ccccc2)Oc2c(NC(=O)Nc3ccc4c(c3)OCO4)cccc2C1=O as listed: 1.1, 43, 2, 0

More entries follow:
Value order: GASC1 inh	Tcruzi prolif	Pf Dd2 growth	C diff growth
> Cc1noc(C)c1NC(=O)N(C)C[C@@H]1OCCCC[C@H](C)Oc2ccc(NC(=O)NC3CCCCC3)cc2C(=O)N([C@@H](C)CO)C[C@@H]1C
    -0.1	59	-45	-14
> COc1cccc(-c2ccc3n(c2=O)C[C@H]2[C@H](CO)[C@@H](C(=O)NCC4CC4)[C@@H]3N2S(C)(=O)=O)c1
    -1.6	21	·	1
> C[C@@H]1CCCCO[C@H](CN(C)S(=O)(=O)c2cccs2)[C@@H](C)CN([C@H](C)CO)C(=O)c2cc(NC(=O)C3CCCCC3)ccc2O1
    ·	21	-30	-2
> CO[C@H]1CN(C)C(=O)c2cc(NS(=O)(=O)c3cn(C)cn3)ccc2OC[C@@H](C)N(Cc2cccc(F)c2)C[C@H]1C
    0.2	·	3	·
> O=C(C[C@@H]1C[C@@H]2c3cc(NC(=O)c4ccc5c(c4)OCO5)ccc3O[C@@H]2[C@@H](CO)O1)NCc1ccc(Oc2ccccc2)cc1
    0.8	26	-54	-4
> COc1ccccc1NC(=O)N[C@@H]1CC[C@@H](CCNS(=O)(=O)c2ccc(Cl)cc2)O[C@H]1CO
    4.1	-31	6	-3
> C[C@H]1CN([C@@H](C)CO)C(=O)c2cc(C#CC3(O)CCCC3)cnc2O[C@H]1CN(C)C
    -1.0	28	15	-6
> COc1cccc(S(=O)(=O)N2CCCCN3[C@H](CO)[C@H](c4ccc(C#CC5CC5)cc4)[C@H]3C2)c1
    -0.8	118*	-55	39
> C[C@@H]1CN([C@@H](C)CO)C(=O)c2cc(NC(=O)Nc3ccc(C(F)(F)F)cc3)ccc2O[C@@H](C)CCCCO[C@H]1CN(C)C(=O)Cc1ccccc1
    1.5	75	-7	3
> Cc1ccccc1-c1ccc([C@H]2[C@@H](CO)N3CCCCN(S(=O)(=O)c4cn(C)cn4)C[C@@H]23)cc1
    0.9	115*	21	-2
> C[C@H](CO)N1C[C@H](C)[C@@H](CN(C)C(=O)Nc2ccc3c(c2)OCO3)Oc2ncc(-c3cncnc3)cc2C1=O
    15	104*	-1	4
> C[C@@H]1CN([C@H](C)CO)C(=O)Cc2cc(NC(=O)c3ccncc3)ccc2O[C@@H]1CN(C)S(=O)(=O)c1ccccc1
    -1.6	·	10	7
> C[C@@H]1CN([C@@H](C)CO)C(=O)Cc2cc(NC(=O)Nc3ccc4c(c3)OCO4)ccc2O[C@H]1CN(C)S(=O)(=O)c1cccs1
    -0.2	4	-27	9
> CCC(=O)Nc1ccc2c(c1)OC[C@H](C)N(Cc1ccccc1C(=O)O)C[C@H](C)[C@@H](OC)CN(C)C2=O
    -0.4	·	29	4
> C[C@H](CO)N1C[C@H](C)[C@@H](CN(C)C(=O)c2ccc(F)cc2)Oc2cc(Br)ccc2S1(=O)=O
    -0.5	·	-21	0

Continued:
| smiles | GASC1 inh | Tcruzi prolif | Pf Dd2 growth | C diff growth |
| --- | --- | --- | --- | --- |
| C[C@H]1CN([C@@H](C)CO)C(=O)Cc2cc(NS(C)(=O)=O)ccc2O[C@H]1CN(C)C(=O)Nc1ccc(C(F)(F)F)cc1 | 6.9 | 24 | 1 | -1 |
| C[C@H]1CN([C@@H](C)CO)C(=O)c2cc(/C=C/c3ccccc3)cnc2O[C@@H]1CN(C)C(=O)NC1CCCCC1 | -1.5 | · | -83* | 6 |
| COc1ccc2c3c(n(C)c2c1)[C@@H](CO)N(S(C)(=O)=O)CC31CN(C(=O)c2ccccn2)C1 | -2.4 | · | 3 | 5 |
| C[C@H]1CN([C@@H](C)CO)C(=O)c2cc(NS(=O)(=O)c3ccc(Cl)cc3)ccc2O[C@H]1CN(C)S(=O)(=O)c1ccc(Cl)cc1 | 0.2 | 57 | -9 | -6 |
| C[C@H]1CN([C@@H](C)CO)C(=O)c2cccc(NC(=O)c3ccc(-c4nccs4)cc3)c2O[C@H]1CN(C)Cc1ccc(C(=O)O)cc1 | -0.3 | -149 | 24 | -1 |
| C[C@@H]1CN([C@H](C)CO)S(=O)(=O)c2ccc(-c3ccncc3)cc2O[C@H]1CN(C)Cc1cncnc1 | -2.1 | 107* | 9 | 1 |
| COCCNC(=O)C[C@H]1CC[C@@H]2[C@@H](COc3ccc(NC(=O)c4cnccn4)cc3C(=O)N2C)O1 | 1.0 | 6 | -9 | -3 |
| CC=Cc1ccc2n(c1=O)C[C@@H]1[C@@H](CO)[C@H](C(=O)NC3CCCC3)N(C(=O)C3CCC3)[C@H]21 (mixture of isomers) | 0.7 | · | 60 | 2 |
| N#C[C@H]1[C@H](c2ccc(C#Cc3ccccc3F)cc2)[C@@H](CO)N1C(=O)C1CCC1 | -2.5 | 99* | -48 | 3 |
| C[C@H]1CN([C@@H](C)CO)C(=O)CCCn2cc(nn2)CO[C@H]1CN(C)Cc1ccccc1 | 8.4 | -24 | 15 | -3 |
| CCCN1C[C@H](C)[C@@H](OC)CN(C)C(=O)c2cc(NC(=O)c3cnccn3)ccc2OC[C@H]1C | 0.8 | -29 | -13 | · |
| CN(C)C(=O)[C@@H]1[C@@H](CO)[C@@H]2Cn3c(cccc3=O)[C@H]1N2C(=O)c1ccccc1 | 1.0 | 53 | 3 | -2 |
| COc1ccc2c3c(n(C)c2c1)[C@@H](CO)N(C(=O)CN1CCOCC1)CC31CN(C(=O)CC2CC2)C1 | -1.5 | · | 31 | -8 |
| COc1ccc2c3c(n(C)c2c1)[C@H](CO)N(CC1CC1)CC31CCN(C(=O)c2cccnc2)CC1 | -0.5 | · | 1 | 4 |
| CO[C@@H]1CN(C)C(=O)c2ccc(NC(C)=O)cc2OC[C@H](C)N(Cc2nccs2)C[C@@H]1C | -0.1 | -33 | -16 | · |
| CN(C)C(=O)c1ccc(-c2ccc([C@H]3[C@@H](CO)N4CCCCN(C(=O)C5CCC5)C[C@H]34)cc2)cc1 | · | 113* | 7 | -5 |
| C[C@H](CO)N1C[C@H](C)[C@H](CN(C)C(=O)Nc2ccccc2)Oc2ncc(C3=CCCCC3)cc2C1=O | 4.2 | 19 | · | -2 |
| CO[C@H]1CN(C)C(=O)c2cc(NC(C)=O)ccc2OC[C@@H](C)N(C(=O)CN2CCOCC2)C[C@@H]1C | -2.1 | 80 | 15 | · |
| COc1cccc(S(=O)(=O)N[C@H]2CC[C@H](CCn3cc(-c4ccccn4)nn3)O[C@@H]2CO)c1 | 3.0 | 33 | 2 | -2 |
| C[C@@H]1CN([C@H](C)CO)S(=O)(=O)c2ccc(C#CC3CC3)cc2O[C@H]1CN(C)C(=O)c1cnccn1 | -0.2 | 10 | -30 | 0 |
| COc1ccc(C#Cc2ccc3c(c2)[C@H]2[C@H](CCN2C(=O)C2CC2)[C@@H](CO)N3)cc1 | -3.1 | 116* | -46 | 15 |
